Compound activity from PubChem.
APP 5UTR inh: APP translation inhibition. SH-SY5Y APP 5'UTR-luciferase reporter, luminescence. inhibition, % at 2 µM. 0.82% of 190,000 active. AID 1285;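 active = inhibition above a set limit, derived from the sample mean plus 3 SD, cut at about 45% in these data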; note: values of inactives mirror those of a sister screen read the other way
STAT1 act: activators of IFN-gamma induced STAT1 signaling | AID 932 | activation (% of control), % at 5.5 µM | 2.6% of 200,000 active | NIH 3T3 STAT1-luciferase reporter, luminescence; 100% = IFN-gamma alone, no compound;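 active = activation above the screen-wide mean activation plus 3 SD, cut at about 130% in these data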;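 note: raw ratio to IFN-gamma control signal so 100% means no change and 0% no light; values of inactives mirror those of a sister screen read the other way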
Diaphorase inh: inhibits diaphorase or chemically oxidizes, flagging diaphorase assay artifacts; diaphorase resazurin-to-resorufin fluorescence, NADH, 16 min; bacterial (C. kluyveri) enzyme, not human; inhibition, % at 20 µM; 0.69% of 190,000 active;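 active = primary screen inhibition at 20 µM above a set limit, cut at about 50% in these data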;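 note: plate controls were DMSO with full reaction for no effect and wells lacking NADH for full effect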
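controls = No-NADH positive control and DMSO neutral control | system = Clostridium kluyveri diaphorase enzyme | timing = reaction incubation of 16 min at room temperature | signal = resorufin fluorescence 544/590 nm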
TLR4-MyD88 BLA: TLR4-MyD88 interaction inhibition in cells | HeLa CL3-4 TLR4/MyD88 BLA complementation, FRET ratio | inhibition, % at 8.4 µM | 0.18% of 200,000 active | AID 861; in the data active = inhibition above about 25%;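 note: 0% = vehicle and 100% = reference inhibitor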
APP 5'UTR act: APP 5'UTR luciferase reporter activation | SH-SY5Y APP 5'UTR luciferase reporter, luminescence; zero percent = DMSO vehicle wells | activation, % at 2 µM | 1% of 190,000 active;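 active = activation above a set limit, based on mean plus 3 SD of controls, cut at about 140% in these data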; note: values of inactives mirror those of a sister screen read the other way
G6PDH counter: L. mesenteroides G6PDH inhibition counter-screen; 0.12% of 200,000 active; Purified L. mesenteroides G6PDH, diaphorase/resazurin coupled fluorescence, 45 min; inhibition, % at 5 µM; AID 1020; in the data active = inhibition above about 50%
NF-kB expr up: NF-kB expression increase, human neuronal cells. NF-kB reporter expression; hits give high values. fold change at 12.5 µM. 1.6% of 190,000 active. AID 1239; in the data active = fold change above about 3.3
FLuc inh counter: inhibits firefly luciferase, flagging false hits in luciferase inhibition screens. ATPLite firefly luciferase biochemical luminescence, 10 min. inhibition, % at 10 µM. 1.5% of 200,000 active;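 active = inhibition above about 50% when tested at 10 µM, limit read from the data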
Target sequence (P08659 whole entry, looked up): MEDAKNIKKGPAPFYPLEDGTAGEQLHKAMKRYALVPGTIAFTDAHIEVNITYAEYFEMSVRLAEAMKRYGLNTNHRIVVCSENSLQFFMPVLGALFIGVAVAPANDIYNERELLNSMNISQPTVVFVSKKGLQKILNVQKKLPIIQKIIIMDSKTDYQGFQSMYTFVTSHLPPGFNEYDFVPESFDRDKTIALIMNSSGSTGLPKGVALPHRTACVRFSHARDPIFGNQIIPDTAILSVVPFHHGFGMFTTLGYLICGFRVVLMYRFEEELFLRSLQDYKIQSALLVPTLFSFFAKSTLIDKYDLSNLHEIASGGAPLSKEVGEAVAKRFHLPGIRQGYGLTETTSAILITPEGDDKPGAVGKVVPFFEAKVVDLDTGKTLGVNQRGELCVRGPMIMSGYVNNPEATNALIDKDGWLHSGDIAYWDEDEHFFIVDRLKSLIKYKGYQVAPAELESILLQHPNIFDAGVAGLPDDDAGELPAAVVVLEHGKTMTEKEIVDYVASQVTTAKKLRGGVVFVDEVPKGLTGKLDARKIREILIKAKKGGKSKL
Diaphorase act: diaphorase activation or chemical reduction counter-screen. AID 1229. Diaphorase/resazurin coupled assay, resorufin fluorescence, 16 min; hits give high values; 1 = vehicle wells, 0 = NADH-free wells. 0.005% of 190,000 active. activation factor at 20 µM;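 active = diaphorase activity raised at least twofold by the compound at 20 µM; inactive = activation factor below 2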
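Test system: Clostridium kluyveri diaphorase, purified enzyme; input: enzyme 0.07 U/mL final; buffer or medium: 50 mM HEPES pH 7.4 with 4.542 mM MgCl2, 0.005% Tween 20; also added: 0.114 mM NADH and 0.1 mM resazurin, final amounts; schedule: 16 min enzyme reaction, ambient temperature; technique: fluorescence of resorufin, 544 nm excitation, 590 nm emission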
FLuc act counter: firefly luciferase counter-screen for stimulation assays; 200,000 tested, under 10 active; AID 1027; activation factor at 10 µM; ATPlite luciferase biochemical, luminescence, 10 min; 0 = ATP-free wells, 1 = DMSO control; P08659;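 active = luciferase activation factor, scaled between plate controls, of at least 2 with compound at 10 µM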
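System: Luciferase/luciferin detection reagent, cell-free biochemical luciferase assay | Medium: PBS buffer for ATP | Dosing: Test compounds dosed from 2 mM stocks in 100% DMSO | Timing: 10 min at ambient temperature | Signal: Luminescence measurement of luciferase light output | Evaluation: Luciferase activation, seen as luminescence increase over controls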
An asterisk follows results filed as active; . = not tested or not shown.

SMILES | APP 5UTR inh | STAT1 act | Diaphorase inh | TLR4-MyD88 BLA | APP 5'UTR act | G6PDH counter | NF-kB expr up | FLuc inh counter | Diaphorase act | FLuc act counter
CCOc1ccc(-n2c(O)c(/C=N/Nc3nnc(C)c(=O)[nH]3)c3ccccc3c2=O)cc1 | -5 | 76 | 90* | -9 | 5 | 1 | 0.85 | -2 | 0.1 | 1
Cc1ccc(S(=O)(=O)N(CC(=O)N=Nc2c(O)[nH]c3ccccc23)c2cccc(C)c2)cc1 | 14 | 104 | 20 | -4 | -14 | -18 | 0.72 | 2 | 0.8 | 1
COc1ccccc1CNC(=O)CNC(=O)Cn1cnc2ccccc2c1=O | 7 | 96 | 20 | 1 | -7 | 2 | 0.98 | -3 | 0.8 | 1
OC(C#CCN1CCCCC1)c1ccccc1 (stereo unspecified) | 2 | 102 | 13 | -3 | -2 | 9 | 1.3 | -7 | 0.9 | 1.1
O=C(NNC(=S)NC(=O)c1ccccc1[N+](=O)[O-])c1ccc(Cl)cc1Cl | 4 | 102 | 42 | -3 | -4 | -2 | 0.92 | 1 | 0.6 | 1
Cc1c(N(C(=O)c2cc(=O)[nH]c3ccccc23)C(C)C)c(=O)n(-c2ccccc2)n1C | -7 | 98 | 4 | -6 | 7 | -4 | 0.85 | -2 | 1 | 1
CCCC(c1nnnn1CCOC)N1CCN(c2nc3ccccc3s2)CC1 (stereo unspecified) | 2 | 99 | 6 | -3 | -2 | -4 | 1 | 2 | 0.9 | 1
CCCCn1c(NC(=O)c2ccccc2)c(C#N)c2nc3ccccc3nc21 | 0 | 90 | 28 | -12 | 0 | 47 | 0.79 | -6 | 0.7 | 1.1
CCN1C(=O)CC(n2c(C)nc3ccccc32)C1=O (stereo unspecified) | 6 | 99 | -7 | -4 | -6 | 3 | 1 | -4 | 1.1 | 1
COc1cccc(NC(=O)CN2CCN(c3ccc(F)cc3)CC2)c1 | -3 | 101 | 14 | -8 | 3 | 4 | 0.9 | -6 | 0.9 | 1.1
CCn1c(-c2c(Cl)c(C)nn2C)n[nH]c1=S | -15 | 93 | 3 | -17 | 15 | 5 | 1.6 | -8 | 1 | 1.1
CS(=O)(=O)Nc1ccc(C2=NN(S(C)(=O)=O)C(c3cccs3)C2)cc1 (stereo unspecified) | -15 | 116 | -14 | 0 | 15 | 6 | 1.4 | 0 | 1.1 | 1
CCn1c(CNC(=O)c2ccccc2F)nnc1SCC(=O)NC1CCCCC1C (stereo unspecified) | -6 | 95 | -3 | 7 | 6 | 5 | 1 | -3 | 1 | 1
C/C(N)=C(/C#N)C(=O)COC(=O)c1ccncc1 | -4 | 102 | 9 | -3 | 4 | 4 | 1.2 | -7 | 0.9 | 1.1
CC(NC(=S)NCCc1ccccc1)C(c1cccs1)N1CCN(Cc2ccccc2)CC1 (stereo unspecified) | 0 | 98 | 2 | 3 | 0 | 16 | 0.54 | -10 | 1 | 1.1
COc1cccc(NC(=S)/C(=C(\[O-])c2ccc([N+](=O)[O-])cc2)[n+]2ccccc2)c1 | 4 | 106 | 1 | 0 | -4 | 1 | 1.1 | -4 | 1 | 1
CCCC(=O)Nc1ccc(C(=O)n2nnc3ccccc32)cc1 | -6 | 90 | 9 | -1 | 6 | -7 | 1.6 | -2 | 0.9 | 1
Cc1ccc(Cn2ccc(=O)c(OCc3ccccc3)c2C)cc1 | -35 | 118 | 2 | 10 | 35 | 3 | 1.1 | -2 | 1 | 1
CCOC(=O)N1CCN(c2nc(C(F)(F)F)nc3c(C)cc(C)cc23)CC1 | 0 | 104 | 24 | 12 | 0 | 5 | 1 | -9 | 0.8 | 1.1
CCOC(=O)Nc1nnc(-c2ccc(OC)cc2)s1 | -8 | 100 | 4 | -2 | 8 | 7 | 2 | 32 | 1 | 0.7
CCC(C)NC(=O)/C(=C/c1ccco1)c1ccccc1 (stereo unspecified) | 10 | 87 | 8 | 8 | -10 | 7 | 0.96 | -6 | 0.9 | 1.1
COC(=O)NCC(c1cccnc1)N1CCN(c2ccccc2)CC1 (stereo unspecified) | -3 | 97 | 6 | 13 | 3 | 8 | 0.95 | -12 | 0.9 | 1.1
CNS(=O)(=O)c1cccc(C(=O)OCC(=O)Nc2ccc(N3CCCCC3)cc2)c1 | -27 | 106 | -22 | 1 | 27 | 9 | 1.5 | 4 | 1.2 | 1
CCOCCCNC(=S)NCCCNc1nc2cc3c(cc2cc1C#N)OCO3 | -7 | 96 | 4 | -4 | 7 | -42 | 0.83 | 0 | 1 | 1
CCOC(=O)c1cc(C(=O)OCC)cc(-n2cc(O)c(C(=O)OCC)n2)c1 | 7 | 87 | 12 | -20 | -7 | 6 | 0.7 | 0 | 0.9 | 1

Individual results from above:
G6PDH counter with CCCCn1c(NC(=O)c2ccccc2)c(C#N)c2nc3ccccc3nc21 reads 47
FLuc act counter with OC(C#CCN1CCCCC1)c1ccccc1 (stereo unspecified) reads 1.1
TLR4-MyD88 BLA with CCCC(c1nnnn1CCOC)N1CCN(c2nc3ccccc3s2)CC1 (stereo unspecified) reads -3

Going on with the list:
SMILES | APP 5UTR inh | STAT1 act | Diaphorase inh | TLR4-MyD88 BLA | APP 5'UTR act | G6PDH counter | NF-kB expr up | FLuc inh counter | Diaphorase act | FLuc act counter
CC1=CC(C)(C)NC(=O)N1c1ccc(C)cc1 | 37 | 89 | -2 | -9 | -37 | 4 | 1.2 | 5 | 1 | 1
C=CCNC(=S)Nc1cccc2[nH]ncc12 | -13 | 109 | 13 | -7 | 13 | 12 | 1.1 | -4 | 0.9 | 1
COc1ccnc(Oc2ccc(F)cc2)c1C(=O)N/C=N/OCc1c(Cl)cccc1Cl | -3 | 97 | 24 | 1 | 3 | -24 | 0.81 | -5 | 0.8 | 1
O=C(CSc1nnc(-c2c[nH]c3ccccc23)o1)c1ccccc1 | -8 | 122 | 13 | 2 | 8 | 5 | 1.7 | -3 | 0.9 | 1
CN(C)S(=O)(=O)Oc1ccccc1C(=O)Nc1ccc(F)cc1F | -18 | 102 | 14 | 7 | 18 | 17 | 1 | -6 | 0.9 | 1.1
Cc1c(NC(=O)/C(=C\c2ccccc2)NC(=O)c2ccccc2)c(=O)n(-c2ccccc2)n1C | -4 | 98 | 8 | -6 | 4 | 7 | 0.91 | -7 | 0.9 | 1.1
CN(C)c1nc(N)nc(CSc2nnnn2-c2ccccc2)n1 | 6 | 101 | 5 | 9 | -6 | 1 | 0.88 | 0 | 0.9 | 1
O=C(COC(=O)C1CCN(S(=O)(=O)c2ccc3c(c2)OCCO3)CC1)Nc1ccccc1OC(F)F | -22 | 92 | 19 | 1 | 22 | -12 | 1.3 | -1 | 0.8 | 1
O=C(NC(=S)NC1CCSC1=O)c1cccs1 (stereo unspecified) | -24 | 100 | 6 | 7 | 24 | 4 | 0.87 | 0 | 0.9 | 1
Cc1ccc(-c2cc(C(F)(F)F)n3ncc(C(=O)N4CCN(C)CC4)c3n2)cc1 | 4 | 97 | 10 | 2 | -4 | 10 | 1.4 | 3 | 0.9 | 1
CN(C)c1ccc(/C=N/Nc2cc(N3CCOCC3)nc(N3CCOCC3)n2)cc1 | 4 | 104 | 58* | 6 | -4 | 19 | 0.86 | -6 | 0.4 | 1.1
CC(C)(C)N(NC(=O)Nc1ccccc1)C(=O)c1ccccc1Cl | -8 | 104 | 15 | -5 | 8 | 3 | 1.1 | -7 | 0.8 | 1.1
Cc1ccc(-c2nc3ccccc3o2)cc1NC(=O)c1ccc2c(c1)OCO2 | -78 | 126 | -2 | 5 | 78 | -37 | 2.3 | 5 | 1 | 0.9
CC1CCN(C(=O)CN(CCc2ccccc2)S(C)(=O)=O)CC1 | -8 | 100 | 10 | -4 | 8 | 2 | 1 | -4 | 0.9 | 1
O=C(NCc1ccc(Cl)cc1)c1ccccc1Oc1ccccc1 | 2 | 100 | -1 | -7 | -2 | 6 | 0.91 | -7 | 1 | 1.1
COc1ccccc1NC(=O)c1nnn(CC(=O)Nc2cccc(SC)c2)c1N | -18 | 94 | 6 | 0 | 18 | -21 | 1.2 | 6 | 0.9 | 0.9
NC(=O)CC[C@@H]1NC(=O)[C@H](CO)NC(=O)c2cc([N+](=O)[O-])cc(I)c2NCC[C@@H](C(N)=O)NC(=O)[C@H](Cc2ccc(O)cc2)NC1=O | 6 | 96 | 25 | -3 | -6 | 12 | 1.1 | 4 | 0.7 | 1
COc1ccc(C(c2sc3nc(C)nn3c2O)N2CC(C)OC(C)C2)cc1OC (stereo unspecified) | -9 | 92 | 9 | 5 | 9 | -1 | 1.2 | -4 | 0.9 | 1
COc1ccc(NC(=O)CCCn2c(=S)[nH]c3ccccc3c2=O)cc1 | -6 | 94 | 5 | 7 | 6 | -31 | 0.93 | -9 | 0.9 | 1.1
Cc1ccc2nc(-c3ccc(O)cc3)c(Nc3ccc4c(c3)OCCO4)n2c1 | -24 | 102 | 15 | -3 | 24 | 10 | 1.4 | -1 | 0.9 | 1
Cc1ccc([N+](=O)[O-])cc1Nc1nc(N2CCOCC2)nc(N2CCOCC2)n1 | 6 | 107 | . | -5 | -7 | 5 | 0.88 | -1 | . | 1
Cc1nn(Cc2ccccc2)c(C)c1NC(=O)CSc1nc(-c2ccccc2)nc2c1cnn2-c1ccccc1 | 10 | 106 | -3 | -12 | -10 | 1 | 1.1 | -6 | 1 | 1.1
COc1cccc(-n2c(SC)nnc2-c2cnccn2)c1 | 9 | 103 | 5 | 5 | -9 | 15 | 1.3 | -3 | 1 | 1
CCOCCCNC(=O)CN1C(=O)/C(=C/c2ccccc2)Sc2ccccc21 | -6 | 92 | 16 | 6 | 6 | 18 | 0.83 | -3 | 0.8 | 1
CCOC(=O)c1cccc(NC(=O)C2CCC(CNc3c(N4CCOCC4)c(=O)c3=O)CC2)c1 (stereo unspecified) | -5 | 103 | -3 | 4 | 5 | 2 | 1.3 | -5 | 1 | 1
CC(C)NC(=O)c1ccccc1-c1nc(-c2ccccc2Cl)no1 | 6 | 103 | 12 | 0 | -6 | 8 | 0.98 | 15 | 0.9 | 0.9
C=CCSc1n[nH]c(-c2ccccc2)n1 | -1 | 110 | 16 | 8 | 1 | 2 | 1.7 | 6 | 0.8 | 0.9
O=C1CSC(c2ccc([N+](=O)[O-])cc2)N1CCN1CCCCC1 (stereo unspecified) | 9 | 102 | 12 | 1 | -9 | 10 | 1.1 | -2 | 0.9 | 1

Structural class: the entries above with a cyano group.
SMILES | APP 5UTR inh | STAT1 act | Diaphorase inh | TLR4-MyD88 BLA | APP 5'UTR act | G6PDH counter | NF-kB expr up | FLuc inh counter | Diaphorase act | FLuc act counter
CCCCn1c(NC(=O)c2ccccc2)c(C#N)c2nc3ccccc3nc21 | 0 | 90 | 28 | -12 | 0 | 47 | 0.79 | -6 | 0.7 | 1.1
C/C(N)=C(/C#N)C(=O)COC(=O)c1ccncc1 | -4 | 102 | 9 | -3 | 4 | 4 | 1.2 | -7 | 0.9 | 1.1
CCOCCCNC(=S)NCCCNc1nc2cc3c(cc2cc1C#N)OCO3 | -7 | 96 | 4 | -4 | 7 | -42 | 0.83 | 0 | 1 | 1
